Assay outcomes: PubChem BioAssay, National Center for Advancing Translational Sciences (NCATS)
GRP78 ERSR act – ER stress response induction in glioma; 0.02% of 420,000 active; U87-MG GRP78 promoter luciferase reporter, 16 h; Potency, µM, inactives show at the highest dose activation, most hits filed as activators; further: potency means the concentration at half of the fitted maximal effect; series mostly up to about 76 µM; % of control where 0% means no effect; nearly all actives have a fitted effect of over 35% in size
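Stably transfected U87-MG human glioma cells carrying a GRP78-based luminescent sensor were seeded at 1000 cells/well, pin-dosed with compounds and incubated 16 h. Luciferase reagent was then added, and end-point luminescence was read after 10 min at room temperature.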
Vif-A3G inh – Vif-A3G binding inhibition | Q9HC16 | HeLa A3G-eYFP + Vif (tagged APOBEC3G with the HIV-1 protein that degrades it), YFP fluorescence, overnight | Potency, µM (titrated, usually from 46.1 µM), for inactives: at the top dose activity, negative = active, actives largely listed as inhibitors | 0.076% of 410,000 active;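 further: potency means the concentration at half of the fitted maximal effect; on the % scale 0 is the no-effect control and ±100 the full control effect; nearly all actives have a fitted effect of over 60% in size; hits raise eYFP signal because A3G escapes Vif-driven loss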
Target sequence (Q9HC16 whole entry, looked up): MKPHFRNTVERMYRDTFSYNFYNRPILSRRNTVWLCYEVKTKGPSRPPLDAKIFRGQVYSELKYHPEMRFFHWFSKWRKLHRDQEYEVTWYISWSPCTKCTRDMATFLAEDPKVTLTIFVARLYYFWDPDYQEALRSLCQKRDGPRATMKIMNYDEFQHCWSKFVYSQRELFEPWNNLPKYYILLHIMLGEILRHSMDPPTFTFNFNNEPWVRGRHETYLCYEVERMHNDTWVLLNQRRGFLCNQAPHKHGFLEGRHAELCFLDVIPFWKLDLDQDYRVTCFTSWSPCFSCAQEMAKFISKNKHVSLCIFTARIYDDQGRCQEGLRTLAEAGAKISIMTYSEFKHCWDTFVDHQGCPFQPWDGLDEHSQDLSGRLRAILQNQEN
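Read-out is eYFP fluorescence (Ex 488/Em 500-530) from Vif-expressing HeLa A3G-eYFP cells; more signal means A3G escaped Vif-mediated degradation. Cells plated overnight, compound pinned in, incubated overnight at 37 deg C.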
D2 PAM – positively modulates the human D2 dopamine receptor allosterically. P14416. HEK293 T-REx D2, calcium flux, EC20 dopamine potentiation. potentiation, % at 10 µM. 0.34% of 340,000 active. AID 485347;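 active means potentiation over 3 SD above the plate norm, cut at about 30% in these data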; further: 0% is about no effect
Target sequence (P14416 whole entry, looked up): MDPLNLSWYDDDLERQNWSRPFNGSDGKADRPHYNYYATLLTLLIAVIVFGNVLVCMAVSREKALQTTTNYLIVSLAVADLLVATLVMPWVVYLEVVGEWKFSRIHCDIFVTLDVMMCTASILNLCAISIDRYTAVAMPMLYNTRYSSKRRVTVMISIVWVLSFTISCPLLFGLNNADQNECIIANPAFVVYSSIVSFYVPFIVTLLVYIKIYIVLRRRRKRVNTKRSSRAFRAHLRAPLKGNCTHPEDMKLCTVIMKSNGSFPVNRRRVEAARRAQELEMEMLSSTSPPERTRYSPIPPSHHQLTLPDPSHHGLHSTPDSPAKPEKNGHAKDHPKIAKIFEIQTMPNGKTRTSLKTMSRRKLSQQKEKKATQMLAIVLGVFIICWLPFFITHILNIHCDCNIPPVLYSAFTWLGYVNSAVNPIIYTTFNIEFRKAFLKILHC
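Tetracycline-induced Hek293 Trex D2 cells, force-coupled to calcium, loaded with no-wash calcium dye. Compound added with 180 s kinetic read for agonism, then EC20 dopamine and a further 180 s read for potentiation.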
RXFP1 ag – agonists of human relaxin receptor RXFP1. Q9HBX9. 0.3% of 370,000 active. Potency, µM (top dose mostly 57.5 µM), without a hit: top-dose activation, most hits filed as activators. HEK293T-RXFP1 cAMP TR-FRET, 30 min; response scale: percent of porcine relaxin response, buffer zero; further: potency means the concentration at half of the fitted maximal effect; on the % scale 0 is the no-effect control and ±100 the full control effect; nearly all actives have a fitted effect of over 60% in size; many of its hits are not listed in these tables
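cAMP rise read by TR-FRET after 30 min, 37C compound exposure (up to 58 uM) in RXFP1-transfected HEK293 cells with Ro 20174 present. EC50 from Hill-equation fits, with 29 nM porcine relaxin as 100% and buffer as basal.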
D1 antagonist – blocks dopamine activation of the human D1 receptor | P21728 | HEK293 TREx D1 cells, calcium flux, dopamine EC80; active compounds read low | activity change, negative = inhibition, % at 10 µM | 3.2% of 360,000 active | AID 504652; in the data active means activity change below about -30%; further: on the % scale 0 is the no-effect control and ±100 the full control effect
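Kinetic fluorescence of a calcium dye serves as the read-out. D1-expressing Hek293 Trex cells, induced overnight at 30 C, are exposed to compound for 180 s before an EC80 dopamine addition, then read 180 s further.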
Vif-APOBEC3F blk – Vif-A3F binding inhibition | HeLa A3F-eYFP + Vif (tagged APOBEC3F with the HIV-1 protein that degrades it), YFP fluorescence increase | AID 602313 | Potency, µM (doses to about 46.1 µM), without a hit: top-dose activity, negative = active | 0.2% of 390,000 active; further: potency means the concentration at half of the fitted maximal effect; % of control where 0% means no effect; nearly all actives have a fitted effect of over 65% in size
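HeLa cells stably expressing A3F-eYFP plus Vif, plated and incubated overnight at 37 deg C, then exposed to compounds overnight at 37 deg C. Blocked degradation read as raised yellow fluorescence (Ex 488/Em 500-530).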
D1 PAM – human D1 dopamine receptor positive modulation; 0.036% of 360,000 active; P21728; potentiation, % at 10 µM; AID 504651; HEK293 TREx D1 cells, calcium flux, dopamine EC20 potentiation; in the data active means potentiation above about 30%; further: 0% is about no effect
D1 agonist – agonists of human D1 dopamine receptor; AID 504660; P21728; HEK293 T-REx D1 cells, calcium flux, agonist mode; 1% of 360,000 active; activation, % at 2 µM; in the data active means activation above about 30%; further: 0% is about no effect
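Inducible HEK293 T-REx D1 cells, force-coupled to calcium signalling, were plated at 4000 cells/well with tetracycline and held overnight at 30 C. After no-wash calcium dye loading, compound-evoked calcium rise over 180 s flagged agonists.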
RXFP1 antag – blocks the human relaxin receptor RXFP1; 0.59% of 350,000 active; AID 1259400; activity change, negative = inhibition, % at 57.5 µM; HEK293-RXFP1, relaxin-stimulated cAMP HTRF, 30 min; active compounds read low;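 active means activity change of -60% or lower, but not beyond a set lower limit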; further: on the % scale 0 is the no-effect control and ±100 the full control effect
* hit, by the source's call; . = no result given. Unless noted, the call rests on the fitted dose curve; in most records, active means well fitted curve in the direction sought with a large enough effect; inconclusive means small, poorly fitted or top-dose-only effect, or another doubt; inactive means no such curve, though single readings can be large; an effect the other way counts as inactive or inconclusive.

Under each structure: GRP78 ERSR act	Vif-A3G inh	D2 PAM	RXFP1 ag	D1 antagonist	Vif-APOBEC3F blk	D1 PAM	D1 agonist	RXFP1 antag
- CCCCOc1ccccc1C(=O)NCC(=O)O
    -5.1%	0.0%	12.0	0.0%	4.4	-5.9%	-1.2	3.2	24.1
- CCCn1nc2cc(C(=O)NC3CCCc4ccccc43)ccc2c1OCC (configuration not stated)
    -0.3%	4.8%	9.5	6.9%	-9.9	1.0%	-0.5	0.1	.
- O=C(Nc1ncn[nH]1)c1ccccc1O
    -4.5%	-9.2%	6.6	1.6%	-7.4	5.9%	-3.3	2.3	2.9
- O=C(CSc1ncccn1)NC(=O)Cc1ccccc1
    -3.7%	-0.1%	16.1	1.9%	0.0	2.7%	-2.1	3.0	-1.2
- COc1ccccc1Nc1ccc(C(=O)NC2CCCCC2)cn1
    4.6%	1.1%	-3.6	0.3%	-1.9	-9.4%	-0.5	0.9	-19.4
- O=C(Nc1ccccc1)c1ccccc1C(=O)N1CCCCC1
    -3.0%	-1.6%	0.6	0.8%	-4.0	-5.3%	1.4	-2.8	2.4
- COc1ccc(NC(=O)C(NC(C)=O)C(=O)NCc2ccc(F)cc2)cc1 (configuration not stated)
    -1.5%	1.3%	-2.7	3.6%	-11.1	-8.7%	-9.7	0.2	-2.5
- Cc1cc(C(=O)CSc2nnnn2-c2ccccc2)c(C)n1CCc1ccccc1
    -2.1%	0.6%	4.4	3.3%	10.3	-6.2%	-4.6	1.9	10.3
- Cn1nc(-c2ccccc2F)c2cc(C(=O)NCc3ccccc3Cl)sc21
    1.4%	2.8%	4.9	-4.0%	-9.0	1.6%	-2.4	16.0	.
- CC(=O)N1CCN(c2ccc(NC(=O)c3ccc(N4CCCC4)c([N+](=O)[O-])c3)cc2Cl)CC1
    -1.0%	-0.1%	-4.7	0.3%	-2.4	-0.3%	0.8	1.7	8.0
- CCc1ccc(N2CC(C(=O)Nc3ccc(S(=O)(=O)Nc4ncccn4)cc3)CC2=O)cc1 (configuration not stated)
    -0.9%	-0.7%	-5.3	-5.1%	-6.0	1.7%	1.9	-0.4	-11.0
- OC1(CC#CCN2CCCCC2)c2ccccc2-c2ccccc21
    .	1.7%	-10.8	3.1%	9.1	-1.0%	-9.8	5.5	3.2
- COc1ccc(CCN2C(=O)N(c3ccc(F)cc3)C(=O)C2CC(=O)Nc2ccccc2)cc1 (configuration not stated)
    0.6%	2.9%	-24.4	15.0%	3.0	2.7%	-0.1	-1.1	.
- Cc1cccc(N2CCN(Cc3cc(=O)oc4cc(C)ccc34)CC2C)c1 (configuration not stated)
    0.3%	1.6%	-8.3	1.8%	-0.5	-5.9%	0.6	-0.4	-9.1
- CCc1cccc(CC)c1NC(=S)NCc1ccc2c(c1)OCO2
    -5.7%	-0.3%	9.2	2.1%	20.3	0.0%	-4.3	2.0	-4.5
- CCC(C)(C)n1nnnc1C(c1cc2ccc(C)cc2[nH]c1=O)N(Cc1cccnc1)Cc1ccco1 (configuration not stated)
    -2.1%	-1.5%	11.4	-0.1%	1.6	-3.2%	-3.9	3.0	-16.3
- COc1ccccc1NC(=O)CN1C(=O)NC(C)(C)C1=O
    2.7%	-1.4%	-6.7	1.6%	-12.2	-14.9%	-5.7	2.0	5.2
- CCN(C(=O)CSc1nc(-c2ccccc2)cn1N)c1c(N)n(Cc2ccccc2)c(=O)[nH]c1=O
    -0.4%	1.7%	0.0	-0.1%	4.0	-0.1%	3.0	-0.4	7.5
- O=C1c2ccccc2CCC12N=NCC2c1ccc(Cl)cc1 (configuration not stated)
    -2.8%	-1.0%	.	3.6%	11.4	1.0%	-5.4	-0.3	-6.7
- Cc1cccc(NC(=S)N(C)C)c1C
    -3.9%	-2.6%	8.9	-1.0%	16.9	-6.7%	-1.1	3.9	-7.2
- CCOC(=O)C1CCCN(c2c(C(=O)c3ccccc3)cnc3ccc(OC)cc23)C1 (configuration not stated)
    -1.6%	-9.9%	18.9	1.1%	-17.7	1.3%	-4.0	4.1	-5.9
- Cc1nc(S(=O)(=O)N(C)Cc2ccccc2)c(C#N)c(C)c1Cl
    -3.5%	-1.3%	7.0	0.0%	-3.9	-2.9%	1.0	1.8	7.8
- C=CCOC(=O)C1=C(C)NC(=S)NC1c1cccs1 (configuration not stated)
    -3.1%	2.7%	7.7	-1.1%	1.4	0.6%	-0.2	1.3	-8.6

A few values from the list:
COc1ccccc1NC(=O)CN1C(=O)NC(C)(C)C1=O | RXFP1 ag: 1.6%
Cc1cccc(NC(=S)N(C)C)c1C | RXFP1 antag: -7.2

Ten entries from above, tab-delimited:
SMILES	GRP78 ERSR act	Vif-A3G inh	D2 PAM	RXFP1 ag	D1 antagonist	Vif-APOBEC3F blk	D1 PAM	D1 agonist	RXFP1 antag
Cc1cccc(N2CCN(Cc3cc(=O)oc4cc(C)ccc34)CC2C)c1 (configuration not stated)	0.3%	1.6%	-8.3	1.8%	-0.5	-5.9%	0.6	-0.4	-9.1
CCc1cccc(CC)c1NC(=S)NCc1ccc2c(c1)OCO2	-5.7%	-0.3%	9.2	2.1%	20.3	0.0%	-4.3	2.0	-4.5
CCC(C)(C)n1nnnc1C(c1cc2ccc(C)cc2[nH]c1=O)N(Cc1cccnc1)Cc1ccco1 (configuration not stated)	-2.1%	-1.5%	11.4	-0.1%	1.6	-3.2%	-3.9	3.0	-16.3
COc1ccccc1NC(=O)CN1C(=O)NC(C)(C)C1=O	2.7%	-1.4%	-6.7	1.6%	-12.2	-14.9%	-5.7	2.0	5.2
CCN(C(=O)CSc1nc(-c2ccccc2)cn1N)c1c(N)n(Cc2ccccc2)c(=O)[nH]c1=O	-0.4%	1.7%	0.0	-0.1%	4.0	-0.1%	3.0	-0.4	7.5
O=C1c2ccccc2CCC12N=NCC2c1ccc(Cl)cc1 (configuration not stated)	-2.8%	-1.0%	.	3.6%	11.4	1.0%	-5.4	-0.3	-6.7
Cc1cccc(NC(=S)N(C)C)c1C	-3.9%	-2.6%	8.9	-1.0%	16.9	-6.7%	-1.1	3.9	-7.2
CCOC(=O)C1CCCN(c2c(C(=O)c3ccccc3)cnc3ccc(OC)cc23)C1 (configuration not stated)	-1.6%	-9.9%	18.9	1.1%	-17.7	1.3%	-4.0	4.1	-5.9
Cc1nc(S(=O)(=O)N(C)Cc2ccccc2)c(C#N)c(C)c1Cl	-3.5%	-1.3%	7.0	0.0%	-3.9	-2.9%	1.0	1.8	7.8
C=CCOC(=O)C1=C(C)NC(=S)NC1c1cccs1 (configuration not stated)	-3.1%	2.7%	7.7	-1.1%	1.4	0.6%	-0.2	1.3	-8.6

These rows are one share of the data; count on the stated rates, not on these rows.
